EPAC1 antag – qHTS for Antagonist of cAMP-regulated guanine nucleotide exchange factor 3 (EPAC1): primary screen; Rap guanine nucleotide exchange factor 3 (Homo sapiens), O95398; EPAC1 GEF assay, Rap1b-BODIPY-GDP exchange fluorescence; Potency, µM (highest dose often 115 µM), without a hit: at the top dose activity change, negative = inhibition, hits mostly inhibitors; 360,000 compounds, 0.14% hits;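 further: potency means the concentration at half of the fitted maximal effect; plate controls were vehicle for no effect and positive control for full effect; nearly all actives have a fitted effect of over 50% in size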
Abeta yeast res – qHTS for compounds that reverse cellular toxicity of Amyloid beta (A-beta) peptide in yeast: Primary Screen; yeast expressing A-beta42, growth rescue, OD600, 48 h; response scale: 0% DMSO, 100% iron-clioquinol control; Potency, µM (doses to about 46.1 µM), inactives show at the highest dose growth rescue, actives largely listed as activators; 410,000 compounds, 0.063% hits; further: potency means the concentration at half of the fitted maximal effect; nearly all actives have a fitted effect of over 55% in size
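Growth rescue measured by 600 nm absorbance after 48 h yeast culture at 30 C with compound. Values normalized between DMSO and an equimolar ferric chloride plus clioquinol control.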
FUS yeast rescue – qHTS for Suppressors of FUS Proteinopathy: Primary screen using FUS-linked yeast assay | S. cerevisiae FUS-expressing, growth rescue, OD600, 24 h | Potency, µM (titrated, usually from 76.6 µM), inactives show top-dose growth rescue (activation), hits mostly activators | 390,000 compounds, 0.24% hits | AID 1347120, 2019;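 further: potency means the concentration at half of the fitted maximal effect; plate controls were DMSO vehicle for no effect and reference control for full effect; nearly all actives have a fitted effect of over 55% in size; some results filed as inactive show a strong effect at the top dose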
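Absorbance at 600 nm, taken 24hr after compound addition, measured rescue of FUS-yeast growth at 30C. Induction used 2% galactose with seeding at OD 0.005. Controls: CP55940 from 92uM final, DMSO only.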
IL-2 act – qHTS of IL-2 Activators; IL-2 activation reporter assay, cell-based qHTS; stimulated with anti-CD3/CD4/CD28 beads; in transgenic mouse T cells; activation, % (series mostly up to about 46 µM); 360,000 compounds, 0.065% hits; AID 652025, 2013; in the data active means activation above about 50%; inconclusive means mostly about 30% to 49%; further: 0% is about no effect
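Unstimulated transgenic mouse T cells; 60-min compound exposure; bead-based TCR/CD4/CD28 stimulation; 18 h culture, 37 degrees C; dual fluorescence (EGFP, DsRed) plate cytometry.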
PLK1 PBD block – qHTS for Inhibitors of PLK1-PDB (polo-like kinase 1 - polo-box domain): Primary Screen; Plk1 PBD binding of FITC phosphopeptide, fluorescence polarization; Serine/threonine-protein kinase PLK1 (Homo sapiens), P53350; Potency, µM, inactives show max response, negative = inhibition, hits mostly inhibitors; 360,000 compounds, 2.8% hits; further: potency means the concentration at half of the fitted maximal effect; series mostly up to about 57 µM; on the % scale 0 is the no-effect control and ±100 the full control effect; nearly all actives have a fitted effect of over 65% in size
Target sequence (P53350 whole entry, looked up, the tested form may be a part): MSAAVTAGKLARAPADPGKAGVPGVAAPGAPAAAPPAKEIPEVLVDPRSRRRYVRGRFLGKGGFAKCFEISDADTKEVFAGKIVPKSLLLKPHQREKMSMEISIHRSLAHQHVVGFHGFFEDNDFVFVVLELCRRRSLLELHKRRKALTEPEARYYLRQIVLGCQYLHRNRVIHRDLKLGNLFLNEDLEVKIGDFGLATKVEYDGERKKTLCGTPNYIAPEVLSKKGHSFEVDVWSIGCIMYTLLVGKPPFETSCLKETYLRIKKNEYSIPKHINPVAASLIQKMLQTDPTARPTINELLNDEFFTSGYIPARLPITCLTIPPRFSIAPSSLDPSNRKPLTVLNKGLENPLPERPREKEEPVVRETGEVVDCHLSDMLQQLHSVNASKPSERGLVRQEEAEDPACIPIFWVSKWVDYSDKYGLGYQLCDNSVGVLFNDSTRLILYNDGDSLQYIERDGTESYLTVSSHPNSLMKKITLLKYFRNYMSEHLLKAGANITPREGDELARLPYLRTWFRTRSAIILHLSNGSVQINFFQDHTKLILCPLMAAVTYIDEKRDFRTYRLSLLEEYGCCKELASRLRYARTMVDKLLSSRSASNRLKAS
WRN inhibitor – qHTS for Inhibitors of WRN Helicase; Bifunctional 3'-5' exonuclease/ATP-dependent helicase WRN (Homo sapiens), Q14191; WRN helicase unwinding, fluorescent forked duplex, kinetic; Potency, µM (top dose mostly 114 µM), without a hit: top-dose activity change, negative = inhibition, actives largely listed as inhibitors; 360,000 compounds, 0.46% hits; AID 651768, 2012; further: potency means the concentration at half of the fitted maximal effect; on the % scale 0 is the no-effect control and ±100 the full control effect; nearly all actives have a fitted effect of over 55% in size
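Primary qHTS, 1536-well format. 20 nM WRN + compound, 15 min RT; start with 100 nM forked fluorophore/quencher duplex, 2 mM ATP (final); kinetic read ex 525/em 598 nm.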
EPAC1 agonist – qHTS for Agonist of cAMP-regulated guanine nucleotide exchange factor 3 (EPAC1): primary screen; EPAC1 agonist qHTS, biochemical assay; response scale: 100% = response to 6.5 mM cAMP; 360,000 compounds, 0.073% hits; Potency, µM (series often up to 154 µM), inactives show at the top dose activation, most hits filed as activators; Rap guanine nucleotide exchange factor 3 (Homo sapiens), O95398; further: potency means the concentration at half of the fitted maximal effect; nearly all actives have a fitted effect of over 60% in size
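Multi-concentration qHTS readout: loss of Rap1B-bound BODIPY-GDP fluorescence driven by 100 nM EPAC1 with excess GDP (50 uM), monitored kinetically at room temperature; agonist response expressed relative to 6.5 mM cAMP.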
PI5P4Ka inh – qHTS for Inhibitors of phosphatidylinositol 5-phosphate 4-kinase (PI5P4K) | Phosphatidylinositol 5-phosphate 4-kinase type-2 alpha (Homo sapiens), P48426 | PI5P4Kalpha enzyme, ADP-Glo luminescence, 60 min; hits give low values | max response, % | 330,000 compounds, 1.2% hits; active means max response of -50% or lower; inconclusive means between -30% and -50%; inactive means -30% or higher; further: value at the top dose of about 77 µM; on the % scale 0 is the no-effect control and ±100 the full control effect
Target sequence (P48426 whole entry, looked up): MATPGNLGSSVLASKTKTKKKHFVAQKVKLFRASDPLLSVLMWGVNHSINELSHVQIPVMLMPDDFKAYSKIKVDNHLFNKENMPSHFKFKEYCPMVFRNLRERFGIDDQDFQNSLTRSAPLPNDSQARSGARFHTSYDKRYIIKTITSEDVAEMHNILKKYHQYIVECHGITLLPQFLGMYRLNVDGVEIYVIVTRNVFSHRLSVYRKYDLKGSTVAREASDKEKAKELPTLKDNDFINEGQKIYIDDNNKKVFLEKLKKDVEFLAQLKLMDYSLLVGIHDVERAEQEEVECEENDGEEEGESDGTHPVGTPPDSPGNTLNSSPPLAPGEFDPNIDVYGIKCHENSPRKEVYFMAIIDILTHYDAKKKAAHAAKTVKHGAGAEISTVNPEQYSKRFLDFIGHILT
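Human PI5P4Kalpha with substrate in 0.038 M HEPES pH 7.4, 0.28 mM EGTA, 0.1% CHAPS, 5% DMSO; reaction started with 5 microM ATP (final), 60 min at room temperature. ADP formed read by ADP-Glo luminescence.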
* marks the source's active call; other numbers are inactive results; ? = inconclusive; · = no result given; & = joins results of further samples; [ ] = remark or other dose. Unless noted, the call rests on the fitted dose curve; in most records, active means well fitted curve in the direction sought with a large enough effect; inconclusive means small, poorly fitted or top-dose-only effect, or another doubt; inactive means no such curve, though single readings can be large; an effect the other way counts as inactive or inconclusive.

SMILES	EPAC1 antag	Abeta yeast res	FUS yeast rescue	IL-2 act	PLK1 PBD block	WRN inhibitor	EPAC1 agonist	PI5P4Ka inh
Cc1ccc(C(=O)Nc2ccccc2C(=O)N2CCCCCC2)cc1	18%	4%	?	0.4	-2%	-3%	-2%	0
CS(=O)(=O)c1nc2ccccc2n1Cc1ccccc1	-21%	11%	11%	-1.8	-1%	0%	14%	·
C#CCNC(=O)C[C@@H]1C[C@@]2(C(=O)OC)CC(C)(C)CC=C2N(Cc2ccccc2)C1=O	-12%	0%	14%	0.2	-3%	2%	-13%	3
COc1cc(S(=O)(=O)N(Cc2cccc(OC)c2OC)CC2CCCO2)ccc1-n1cnnn1 (stereo not drawn)	21%	-6%	1%	-2.9	-3%	-7%	-2%	0
Cc1oc(=O)c(NC(=O)c2ccccc2)cc1C(=O)c1ccccc1	-12%	-86%[inhibitor]	5%	-2.3	-25%	-33%	1%	·
Cc1ccc2nc(COc3ccc(Cl)cc3)cc(=O)n2c1	4%	11%	-18%	-0.2	-6%	2%	9%	-1
COc1ccc(OC)c(C2=NOC(C(=O)Nc3cc(C)nn3-c3ccccc3)C2)c1 (stereo not drawn)	-20%	10%	-10%	-3.7	3%	11%	-1%	6
O=C(N=C1SC2CS(=O)(=O)CC2N1c1ccc(F)cc1)C1CC1 (stereo not drawn)	-7%	10%	-19%	-2.9	-13%	-5%	7%	-2
COc1ccc(NC(=O)COc2ccc(CNCCCN3CCOCC3)cc2OC)cc1	-19%	-1%	16%	1.2	1%	1%	-5%	·
O=C(Nc1ccc(Cc2ccncc2)cc1)c1ccc([N+](=O)[O-])o1	-9%	-14%	14%	-3.1	-18%	1%	-5%	-2
O=C(NC(NC(=S)Nc1ccc(Cl)c(Cl)c1)C(Cl)(Cl)Cl)c1ccco1 (stereo not drawn)	-7%	-2%	?	0.0	-26%	-18%	1%	-23
CSc1nsc(SCC(=O)Nc2cccc(C(C)=O)c2)n1	-1%	-14%	15%	-3.4	-13%	28%	-14%	1
CCCCNC(=O)C[C@@H]1C[C@@]2(C(=O)OCC)CCC=C2N(Cc2ccc3c(c2)OCO3)C1=O	-11%	6%	17%	2.0	-2%	-1%	0%	4
COc1ccccc1-c1cc(C(=O)N2CCN(S(=O)(=O)c3ccc(C)cc3)CC2)[nH]n1	-18%	-24%	1%	-4.0	-8%	1%	-9%	-7
CCOC(=O)C(CC)n1cnc2c(nnn2-c2ccc(F)cc2)c1=O (stereo not drawn)	0%	-1%	-19%	-2.1	-3%	-5%	-5%	0
COC(=O)c1c(NC(=O)CC2SC(N)=NC2=O)sc2c1CCC(C)C2 (stereo not drawn)	?	-22%	31%	0.6	-23%	6%	9%	-1
CCCCn1nnnc1C1(C)CCC(=O)N1CC(F)(F)F (stereo not drawn)	3%	-7%	-1%	0.7	2%	1%	0%	9
C=CCOc1c(Cl)cc(CNc2ccc3[nH]c(=O)[nH]c3c2)cc1OC	-3%	-16%	·	1.0	-3%	-13%	-14%	9
CCCNC(=O)c1cc2c3ccccc3n(C)c2s1	6%	-11%	25%	1.0	-17%	-2%	-3%	-9
Cc1cccc2cc(CN(Cc3ccccc3)C(=O)N(C)C)c(=O)[nH]c12	-17%	1%	7%	-1.0	-8%	-1%	3%	3

Some of these compounds in order of molecular weight, rising:
SMILES	EPAC1 antag	Abeta yeast res	FUS yeast rescue	IL-2 act	PLK1 PBD block	WRN inhibitor	EPAC1 agonist	PI5P4Ka inh
CCCCn1nnnc1C1(C)CCC(=O)N1CC(F)(F)F (stereo not drawn)	3%	-7%	-1%	0.7	2%	1%	0%	9
Cc1cccc2cc(CN(Cc3ccccc3)C(=O)N(C)C)c(=O)[nH]c12	-17%	1%	7%	-1.0	-8%	-1%	3%	3
C=CCOc1c(Cl)cc(CNc2ccc3[nH]c(=O)[nH]c3c2)cc1OC	-3%	-16%	·	1.0	-3%	-13%	-14%	9
CCCCNC(=O)C[C@@H]1C[C@@]2(C(=O)OCC)CCC=C2N(Cc2ccc3c(c2)OCO3)C1=O	-11%	6%	17%	2.0	-2%	-1%	0%	4

Going on with the list.
SMILES	EPAC1 antag	Abeta yeast res	FUS yeast rescue	IL-2 act	PLK1 PBD block	WRN inhibitor	EPAC1 agonist	PI5P4Ka inh
CCOC(=O)Cc1c(C)c2c(C)nn(-c3ccccc3)c2oc1=O	-2%	-11%	-11%	-2.3	2%	-11%	0%	0
Cc1ccccc1C(=O)Nc1ccccc1C(=O)N/N=C\c1ccco1	1%	4%	21%	0.4	-5%	4%	-2%	3
COc1ccc(Br)cc1S(=O)(=O)N(CC(=O)N1CCN(C)CC1)c1ccccc1	7%	-9%	·	-2.8	-7%	-19%	-2%	4
CCCCC(CC(O)COCC(C)C)C(=O)NNC(=S)Nc1ccccc1 (stereo not drawn)	5%	21%	-12%	-0.3	-10%	-4%	-11%	2
O=C(COCc1cc(-c2ccc3c(c2)OCO3)on1)N1CCN(c2cccc(Cl)c2)CC1	-23%	6%&-13%	-19%&-4%	-3.4	-8%	5%	10%	-6
CCc1cccc(NC(=O)CN(C)S(=O)(=O)c2cnc[nH]2)c1	-14%	16%	-5%	-0.7	-1%	5%	0%	3
Cc1c(C)n2c(SCC(=O)N3CCCC3)nnc2[nH]c1=O	3%	5%	17%	0.8	0%	0%	-3%	-4
CS(=O)(=O)c1ccccc1-c1nc(-c2ccc(C(F)(F)F)cc2)no1	0%	-14%	9%	7.9	-12%	-2%	16%	0
Cc1ccc2nc(SCC(=O)Nc3ncccn3)[nH]c2c1	2%	-17%	-24%	-2.5	1%	1%	-13%	-11
COCCn1c(SCc2cccc(F)c2)nc2cc(C(=O)OC)ccc2c1=O	17%	9%	-5%	11	-11%	-6%[57.1 µM]	20%	14
O=c1c2cc(Br)ccc2[nH]c(=S)n1Cc1ccccc1	-18%	-11%	18%	1.1	-20%	15%	3%	0
O=c1c(C=NCc2ccccc2)c(NCc2ccccc2)nc2ccccn12	-5%	-16%	-6%	-3.2	-10%	-13%	4%	5
CCc1nc2ccc(C(=O)N3CCN(C(=O)c4ccco4)CC3)cn2c1N(C)Cc1cccs1	-5%	-13%	-11%	0.0	-3%	-4%	5%	5
COC(=O)Cn1nnc(-c2cccc(OC)c2)n1	14%	-10%	-11%	-2.9	-1%	1%[57.1 µM]	-5%	·
COc1ccsc1C(=O)N1CCN(Cc2ccc3c(c2)OCO3)CC1	-3%	2%	22%	-1.6	-15%	-2%	5%	1
CC1CCN(C(=O)c2cc(-c3ccc4c(c3)OCO4)on2)CC1	-5%	-1%	30%	1.2	-7%	-1%	6%	0
COc1ccc(OCCSc2nnnn2C2CCCCC2)cc1	?	-9%[9.22 µM]	-7%	-0.3	-6%	-24%	0%	-1
Cc1ccc(-c2nnc(SCC(=O)Nc3ccc(S(=O)(=O)N4CCCCCC4)cc3)o2)cc1	8%	8%	-14%	-1.0	-1%	-3%	-3%	·
COc1cc(CNn2cn[nH]c2=S)ccc1OCC(=O)NC(C)(C)C	-18%	-7%	1%	0.2	-14%	-4%	12%	1
O=C(O)c1cc(S(=O)(=O)N2CCN(S(=O)(=O)c3ccccc3)CC2)ccc1Cl	19%	8%	-21%	-4.3	6%	13%	-11%	-6
O=[N+]([O-])c1ccccc1N=Nc1ccc(O)cc1O	?	-28%	29%	-0.1	-5%	?	-4%	?
COc1cccc(CC(=O)Nc2ccc(S(=O)(=O)Nc3nc(C)cc(C)n3)cc2)c1	10%	9%	19%	0.8	13µM*	-1%	-1%	-19
CCOCCCNC(=S)N1CCC(NC(=O)C23CC4CC(CC(C4)C2)C3)CC1	-10%	16%	-2%	-0.5	11%	-15%	6%	-2
COc1cccc2c(=O)cc(C)n(CC(=O)Nc3cccc(C)c3)c12	-6%	-9%	-10%	0.5	-1%	-2%	-18%	2
CC1CCCN(C(=O)CCCn2c(=S)[nH]c3ccccc3c2=O)C1 (stereo not drawn)	10%	5%	19%	1.8	-12%	2%	1%	·
CCC(C(=O)Nc1c(C)cccc1C)n1c(-c2cc(C)cs2)nc2ccccc21 (stereo not drawn)	-5%	3%	0%	-0.5	-9%	-3%	6%	0
OC(c1ccccc1)(c1nc(-c2cccc(C(F)(F)F)c2)cs1)C(F)(F)F (stereo not drawn)	-27%	-73%[inhibitor]	7%	-0.9	0%	-11%	-16%	-4
CC(C)C[C@@H](CN1CCC[C@@H]1CN1C(=S)NC[C@@H]1Cc1ccccc1)N1C[C@H](Cc2ccc(O)cc2)N(CC2CCCCCC2)C1=S	-27%	-12%	?	-0.6	-2%	-19%	-10%	-12
CCc1c(C)c2ccc(O)c(CN(C)C)c2oc1=O	-21%	-5%	11%	0.3	2%	1%	9%	·
CNC(=O)N(O)C1N(/N=C/c2ccccc2F)C(=S)SC1(C)C (stereo not drawn)	-2%	-13%	-38%	-1.0	-2%	8%	8%	2
O=c1c2oc3ccccc3c2ncn1Cc1ccc(Cl)cc1	1%	-13%	-3%	-0.3	-4%	-8%	1%	7
S=c1nc(-c2ccc(Cl)cc2)[nH][nH]1	11%	2%	7%	-0.3	38µM*	-18%	5%	?
Cc1c(C(=O)N2CC(C)OC(C)C2)oc2ccccc12 (stereo not drawn)	-2%	-11%	2%	-3.0	-2%	3%	3%	·
COc1cccc(-c2nc(CS(=O)(=O)CC(=O)NCCC(C)C)c(C)o2)c1	-5%	-1%	15%	-2.9	-1%	2%	-9%	-11
Cc1cc(C)c2cc(C)c(SCC(=O)NCc3ccco3)nc2c1	-19%	-10%	-12%	0.2	-19%	-19%	5%	5
C=CCNC1=C(Cl)C(=O)N(c2cccc(Cl)c2Cl)C1=O	-26%	6%[9.22 µM]	-32%	5.5	-7%	-19%	11%	11
CC(SCc1ccccc1)C(=O)N/N=C/c1cc2c(cc1Br)OCO2 (stereo not drawn)	-9%	-8%	34%	-0.5	-1%	-20%	15%	-1

From PubChem

Outcome played no part in choosing rows (roughly 4.1% active in at least one column).
